SIAE primary: human SIAE inhibition, primary screen; SIAE FP-Rh probe binding, fluorescence polarization; hit rate 0.69% among 370,000; Q9HAT2; inhibition, % at 9.66 µM; AID 1053197;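 active = inhibition above a cutoff: mean of compounds within the control limits plus 3 SD of those, cut at about 17% in these data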;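 note: 0% = plate median of compound wells and 100% = probe without SIAE protein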
Target sequence (Q9HAT2 whole entry, looked up): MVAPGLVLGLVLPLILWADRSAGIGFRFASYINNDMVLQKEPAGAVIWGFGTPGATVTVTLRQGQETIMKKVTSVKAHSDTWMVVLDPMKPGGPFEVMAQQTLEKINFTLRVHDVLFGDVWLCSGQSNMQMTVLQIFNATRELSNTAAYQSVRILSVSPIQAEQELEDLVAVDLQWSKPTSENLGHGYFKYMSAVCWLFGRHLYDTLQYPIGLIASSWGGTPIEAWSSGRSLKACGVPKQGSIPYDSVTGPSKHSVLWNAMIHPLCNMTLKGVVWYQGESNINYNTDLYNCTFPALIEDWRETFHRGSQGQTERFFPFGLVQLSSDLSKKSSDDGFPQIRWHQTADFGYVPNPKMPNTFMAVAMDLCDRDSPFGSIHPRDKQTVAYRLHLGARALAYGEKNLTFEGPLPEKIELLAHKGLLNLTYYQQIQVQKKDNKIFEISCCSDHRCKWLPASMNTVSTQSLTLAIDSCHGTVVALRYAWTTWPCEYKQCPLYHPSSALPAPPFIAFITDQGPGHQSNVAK
TCR-CD3 inh: human TCR-CD3 binding inhibition; TAMRA-labeled TCR probe fluorescence, biochemical; inhibition, % at 9.4 µM; AID 651800; hit rate 0.37% among 360,000; in the data active = inhibition above about 19%;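 note: recombinant mutant TCR 2C K166C tagged with TAMRA read by polarization; 0% = receptor in buffer alone and 100% = receptor with positive control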
DDE Tn6 FP inh: inhibitors of Tn6 peptide binding to human fibrin DD(E) | inhibition, % at 8.3 µM | P02675 | Fibrin DD(E) TRITC-Tn6 fluorescence polarization displacement | AID 720509 | hit rate 0.21% among 370,000;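 active = inhibition above a per-campaign cutoff: mean of compounds within control limits plus 3 SD, cut at about 15% in these data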;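 note: 0% = median of all compound wells on the plate and 100% = blocking peptide control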
LEDGF integ inh: blocks HIV-1 LEDGF/p75-dependent DNA integration. TR-FRET IN-LEDGF/p75 DNA integration, Eu/Cy5. inhibition, % at 3.7 µM. hit rate 0.64% among 370,000;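 active = inhibition above the screen-wide mean plus 3 SD, cut at about 13% in these data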;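 note: signal is the Cy5 over europium emission ratio at 671 and 618 nm; 0% = plate median of compound wells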
UHRF1 MBD2 ctr: human UHRF1 methylated DNA binding inhibitors. inhibition, % at 4.4 µM. Q96T88. hit rate 0.75% among 370,000. UHRF1 binding to methylated oligo, TR-FRET; in the data active = inhibition above about 21%;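 note: UHRF1 SRA domain binding a hemimethylated CpG hairpin DNA probe; 0% = median of test compound wells and 100% = reference inhibitor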
Tn7 DDE FP: disrupts Tn7 cyclic peptide binding to fibrin D-Dimer-E complex; FP displacement of FITC-Tn7 peptide from fibrin DD(E); 0% = median of compound wells per plate; inhibition, % at 8.3 µM; hit rate 0.13% among 370,000; AID 720508;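 active = inhibition above the mean of compounds falling within the control limits plus 3 SD of them, cut at about 14% in these data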;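 note: 0% = plate median of compound wells and 100% = 10 µM Aha-Tn7 peptide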
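Assay system: human fibrin DD(E) protein / Input: 2 µM fibrin DD(E) / Benchmarks: high control of 10 µM Aha-Tn7 peptide / Measured by: fluorescence polarization of the labelled Tn7 tracer / Medium: Tris buffer with calcium and detergent, pH 7.8 / Timing: 10 min compound pre-incubation, 3 h probe incubation at room temperature / Repeats: one replicate per compound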
MBD2 inh: blocks human MBD2 binding to methylated DNA; TR-FRET, MBD2 binding to methylated oligonucleotide; hit rate 0.31% among 370,000; inhibition, % at 4.4 µM; Q9UBB5; in the data active = inhibition above about 13%
PRMT1 FP inh: inhibitors of human PRMT1 | inhibition, % at 2.79 µM | AID 652257 | Q99873 | recombinant PRMT1, activity-based probe fluorescence polarization | hit rate 1.3% among 370,000;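 active = inhibition above about 21% made by adding two undisclosed values, limit read from the data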
Target sequence (Q99873 whole entry, looked up): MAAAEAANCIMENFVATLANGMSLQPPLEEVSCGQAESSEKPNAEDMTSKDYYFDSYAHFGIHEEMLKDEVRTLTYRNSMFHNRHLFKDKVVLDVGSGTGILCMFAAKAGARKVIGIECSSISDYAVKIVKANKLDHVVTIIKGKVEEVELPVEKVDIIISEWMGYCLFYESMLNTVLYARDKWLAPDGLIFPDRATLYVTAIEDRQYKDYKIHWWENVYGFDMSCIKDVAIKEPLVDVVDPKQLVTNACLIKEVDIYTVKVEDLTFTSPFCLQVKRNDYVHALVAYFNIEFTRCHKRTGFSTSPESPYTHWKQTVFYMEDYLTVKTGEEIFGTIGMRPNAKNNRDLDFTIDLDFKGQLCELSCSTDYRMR
KLK7 zymogen act: activates the human kallikrein-7 zymogen. purified proKLK7, EDANS-DABCYL substrate fluorescence; 100% is mature enzyme control, 0% vehicle. activation, % at 7 µM. hit rate 0.9% among 370,000. AID 652039. P49862;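 active = activation above the mean of all tested compounds plus 3 SD, computed per campaign excluding outliers beyond control limits, cut at about 13% in these data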
TDP2 inh: TDP2 (human) inhibition, absorbance primary screen; O95551; recombinant TDP2, T5PNP hydrolysis, p-nitrophenol absorbance 415 nm; inhibition, % at 12.8 µM; hit rate 0.34% among 370,000; AID 720702;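 active = inhibition above the mean of all tested compounds plus 3 SD, set per campaign, cut at about 25% in these data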;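 note: 0% = DMSO with enzyme and 100% = buffer with substrate but no TDP2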
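Evaluation: % inhibition relative to enzyme-containing and enzyme-free wells. Material: recombinant human TDP2. Benchmarks: enzyme-free and DMSO wells. Timing: enzyme reaction with compound for 2 h at 37 °C. Compound dosing: 12.8 µM only. Measured by: p-Nitrophenol epi absorbance. Reagent: T5PNP substrate at 5 mM, a TopII-DNA adduct mimic. Replication: single well per compound.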
Active calls of the source: *.

Screening Cc1ccc(Cc2c(-c3cccc(Cl)c3)nc3ccc(C)cn23)cc1 returned SIAE primary 4, TCR-CD3 inh 8, DDE Tn6 FP inh 2, LEDGF integ inh 2, UHRF1 MBD2 ctr 16, Tn7 DDE FP 4, MBD2 inh 6, PRMT1 FP inh -2, KLK7 zymogen act -4.2 and TDP2 inh 3.
For COc1ccc(CNC(=O)C2CCCN(Cc3nc(-c4cccc(C)c4)oc3C)C2)cc1 (centres undefined) the results were SIAE primary 2, TCR-CD3 inh -1, DDE Tn6 FP inh 11, LEDGF integ inh -2, UHRF1 MBD2 ctr -1, Tn7 DDE FP 4, MBD2 inh 1, PRMT1 FP inh 0, KLK7 zymogen act -0.2 and TDP2 inh 0.
Screening Cc1cccc(NC(=O)CCc2nc3sc4c(c3c(=O)[nH]2)CCCC4)n1 returned SIAE primary -14, TCR-CD3 inh -2, DDE Tn6 FP inh -12, LEDGF integ inh 2, UHRF1 MBD2 ctr 2, Tn7 DDE FP 10, MBD2 inh -2, PRMT1 FP inh 4, KLK7 zymogen act 0.4 and TDP2 inh -5.
`O=c1c2c(nc3n1CCCCC3)-c1ccccc1CC21CCCC1` gave SIAE primary 8, TCR-CD3 inh -1, DDE Tn6 FP inh 9, LEDGF integ inh -1, UHRF1 MBD2 ctr -1, Tn7 DDE FP -5, MBD2 inh 1, PRMT1 FP inh 0, KLK7 zymogen act -0.1 and TDP2 inh 6.
For O=C(c1ccccc1)c1ccsc1C(=O)c1ccccc1 the results were SIAE primary 0, TCR-CD3 inh -2, DDE Tn6 FP inh -3, LEDGF integ inh -3, UHRF1 MBD2 ctr 4, Tn7 DDE FP 0, MBD2 inh 1, PRMT1 FP inh 2, KLK7 zymogen act -0.6 and TDP2 inh -3.
Screening COc1cc(CC(=O)Nc2cccc(SC)c2)cc(OC)c1OC returned SIAE primary 2, TCR-CD3 inh -6, DDE Tn6 FP inh 6, LEDGF integ inh -2, UHRF1 MBD2 ctr -1, Tn7 DDE FP 1, MBD2 inh 3, PRMT1 FP inh 4, KLK7 zymogen act 0.4 and TDP2 inh 9.
Cc1ccccc1NC(=O)Cc1nnc(SCC(=O)NC2CCCCC2)n1C was read as SIAE primary 2, TCR-CD3 inh -3, DDE Tn6 FP inh -2, LEDGF integ inh -8, UHRF1 MBD2 ctr 3, Tn7 DDE FP 0, MBD2 inh -2, PRMT1 FP inh 0, KLK7 zymogen act 0.2 and TDP2 inh -6.
Screening COc1ccc(OC(=O)COc2ccc(C)cc2)cc1 returned SIAE primary -1, TCR-CD3 inh 2, DDE Tn6 FP inh 4, LEDGF integ inh -2, UHRF1 MBD2 ctr -3, Tn7 DDE FP -3, MBD2 inh 3, PRMT1 FP inh 4, KLK7 zymogen act 0.2 and TDP2 inh 3.
CNS(=O)(=O)c1cccc(C(=O)OCC(=O)Nc2ccc3ccccc3c2)c1 was read as SIAE primary -5, TCR-CD3 inh 3, DDE Tn6 FP inh -5, LEDGF integ inh 2, UHRF1 MBD2 ctr -2, Tn7 DDE FP -4, MBD2 inh -5, PRMT1 FP inh -1, KLK7 zymogen act 0.2 and TDP2 inh 5.
`COc1ccc(CCNC(=S)NC(=O)c2cc(OC)c(OC)c(OC)c2)cc1OC` gave SIAE primary -6, TCR-CD3 inh 1, DDE Tn6 FP inh 1, LEDGF integ inh 1, UHRF1 MBD2 ctr 0, Tn7 DDE FP -1, MBD2 inh 5, PRMT1 FP inh -11, KLK7 zymogen act -0.9 and TDP2 inh 2.
`COc1cc(OC)cc(C(=O)NCC(=O)N2CCC(C)CC2)c1` gave SIAE primary -2, TCR-CD3 inh 5, DDE Tn6 FP inh -2, LEDGF integ inh -1, UHRF1 MBD2 ctr 3, Tn7 DDE FP -4, MBD2 inh -1, PRMT1 FP inh 3, KLK7 zymogen act 0.4 and TDP2 inh 2.
Screening CN(CC(=O)N1CC=C(c2ccccc2)CC1)S(=O)(=O)c1cnc[nH]1 returned SIAE primary 0, TCR-CD3 inh 1, DDE Tn6 FP inh -1, LEDGF integ inh 4, UHRF1 MBD2 ctr 2, Tn7 DDE FP -1, MBD2 inh 1, PRMT1 FP inh 1, KLK7 zymogen act 0.7 and TDP2 inh 2.
For O=C(NCc1ccco1)c1cccc(S(=O)(=O)N2CCN(Cc3ccccc3)CC2)c1 the results were SIAE primary -1, TCR-CD3 inh -1, DDE Tn6 FP inh 10, LEDGF integ inh -7, UHRF1 MBD2 ctr 4, Tn7 DDE FP 5, MBD2 inh 3, PRMT1 FP inh -1, KLK7 zymogen act 0.3 and TDP2 inh -16.
CC(C)c1ccc(NC2CCCN(C(=O)c3cccnc3)C2)cc1 (centres undefined) was read as SIAE primary 9, TCR-CD3 inh 5, DDE Tn6 FP inh 1, LEDGF integ inh -1, UHRF1 MBD2 ctr -3, Tn7 DDE FP -4, MBD2 inh 0, PRMT1 FP inh 1, KLK7 zymogen act 0.8 and TDP2 inh 7.
Cc1cc(OC(=O)c2ccc(S(=O)(=O)N3CCOCC3)cc2)c([N+](=O)[O-])c(=O)[nH]1 was read as SIAE primary 2, TCR-CD3 inh -1, DDE Tn6 FP inh 1, LEDGF integ inh 0, UHRF1 MBD2 ctr 2, Tn7 DDE FP -3, MBD2 inh -6, PRMT1 FP inh 9, KLK7 zymogen act 0.3 and TDP2 inh -3.

Continued, overlapping the part above by 2 compounds.
CC(C)c1ccc(NC2CCCN(C(=O)c3cccnc3)C2)cc1 (centres undefined) was read as SIAE primary 9, TCR-CD3 inh 5, DDE Tn6 FP inh 1, LEDGF integ inh -1, UHRF1 MBD2 ctr -3, Tn7 DDE FP -4, MBD2 inh 0, PRMT1 FP inh 1, KLK7 zymogen act 0.8 and TDP2 inh 7.
Cc1cc(OC(=O)c2ccc(S(=O)(=O)N3CCOCC3)cc2)c([N+](=O)[O-])c(=O)[nH]1 was read as SIAE primary 2, TCR-CD3 inh -1, DDE Tn6 FP inh 1, LEDGF integ inh 0, UHRF1 MBD2 ctr 2, Tn7 DDE FP -3, MBD2 inh -6, PRMT1 FP inh 9, KLK7 zymogen act 0.3 and TDP2 inh -3.
`O=C(OCN1C(=O)c2ccccc2C1=O)C1CCCCC1` gave SIAE primary -7, TCR-CD3 inh -6, DDE Tn6 FP inh -5, LEDGF integ inh 0, UHRF1 MBD2 ctr 1, Tn7 DDE FP 4, MBD2 inh 6, PRMT1 FP inh 3, KLK7 zymogen act 0.1 and TDP2 inh -5.
`CCNC(=S)NNC(=O)c1cc(Br)cs1` gave SIAE primary 1, TCR-CD3 inh 0, DDE Tn6 FP inh 1, LEDGF integ inh -3, UHRF1 MBD2 ctr 4, Tn7 DDE FP 0, MBD2 inh 1, PRMT1 FP inh 1, KLK7 zymogen act 13* and TDP2 inh 0.
`O=C(Nc1ccc2c(c1)CN(Cc1ccc(CO)o1)CC2)c1ccc(C(F)(F)F)cc1` gave SIAE primary -13, TCR-CD3 inh 0, DDE Tn6 FP inh 1, LEDGF integ inh 4, UHRF1 MBD2 ctr 0, Tn7 DDE FP -3, MBD2 inh -5, PRMT1 FP inh -2, KLK7 zymogen act 0.2 and TDP2 inh -10.
`COc1ccc(C(=O)Nc2ccc(C(=O)NCCc3ccc(OC)c(OC)c3)cc2)cc1` gave SIAE primary -11, TCR-CD3 inh -1, DDE Tn6 FP inh 5, LEDGF integ inh -6, UHRF1 MBD2 ctr 5, Tn7 DDE FP -6, MBD2 inh 2, PRMT1 FP inh 0, KLK7 zymogen act -0.3 and TDP2 inh -6.
Screening COc1cccc(NC2c3ccccc3C(=O)N2Cc2ccccc2Cl)c1 (centres undefined) returned SIAE primary -2, TCR-CD3 inh -5, DDE Tn6 FP inh 0, LEDGF integ inh 6, UHRF1 MBD2 ctr 5, Tn7 DDE FP -2, MBD2 inh -2, PRMT1 FP inh 0, KLK7 zymogen act -0.1 and TDP2 inh -17.
Cc1cccc2cc(/C=C/C(=O)c3ccco3)c(Cl)nc12 was read as SIAE primary -4, TCR-CD3 inh -1, DDE Tn6 FP inh -1, LEDGF integ inh 1, UHRF1 MBD2 ctr 3, Tn7 DDE FP -7, MBD2 inh 0, PRMT1 FP inh 6, KLK7 zymogen act -0.5 and TDP2 inh 11.
Screening O=C(COC(=O)CCNS(=O)(=O)c1ccccc1)NNC(=O)c1ccccc1 returned SIAE primary 2, TCR-CD3 inh 2, DDE Tn6 FP inh -1, LEDGF integ inh 1, UHRF1 MBD2 ctr 4, Tn7 DDE FP 2, MBD2 inh 1, PRMT1 FP inh 0, KLK7 zymogen act -0.2 and TDP2 inh -12.
For CC(C#N)(NC(=O)CN1CCN(S(=O)(=O)c2ccc(Br)cc2Cl)CC1)C1CC1 (centres undefined) the results were SIAE primary -3, TCR-CD3 inh 9, DDE Tn6 FP inh 0, LEDGF integ inh 2, UHRF1 MBD2 ctr 1, Tn7 DDE FP 1, MBD2 inh 0, PRMT1 FP inh -3, KLK7 zymogen act 0.8 and TDP2 inh 7.
CCSc1nc(N)nc2c1ncn2C1OC(CO)C(O)C1O (centres undefined) was read as SIAE primary 0, TCR-CD3 inh -5, DDE Tn6 FP inh -7, LEDGF integ inh 4, UHRF1 MBD2 ctr 4, Tn7 DDE FP 4, MBD2 inh -1, PRMT1 FP inh 4, KLK7 zymogen act 0.3 and TDP2 inh 4.
Screening CCOP(=O)(OCC)C(NC(=O)Nc1ccc(C)c(Cl)c1)c1ccccc1 (centres undefined) returned SIAE primary -10, TCR-CD3 inh 5, DDE Tn6 FP inh 6, LEDGF integ inh 2, UHRF1 MBD2 ctr -1, Tn7 DDE FP -3, MBD2 inh -2, PRMT1 FP inh 0, KLK7 zymogen act 0.3 and TDP2 inh -4.
`CC(=O)N1CCN(C(=O)c2ccc(-c3ccccc3Cl)o2)CC1` gave SIAE primary -3, TCR-CD3 inh 1, DDE Tn6 FP inh -4, LEDGF integ inh 0, UHRF1 MBD2 ctr -1, Tn7 DDE FP 2, MBD2 inh -6, PRMT1 FP inh 0, KLK7 zymogen act 0.1 and TDP2 inh 2.
Screening O=C(c1sc2cc(F)ccc2c1Cl)N1CCN(c2cccc(Cl)c2)CC1 returned SIAE primary 3, TCR-CD3 inh -6, DDE Tn6 FP inh 4, LEDGF integ inh -2, UHRF1 MBD2 ctr 0, Tn7 DDE FP -8, MBD2 inh 5, PRMT1 FP inh 5, KLK7 zymogen act 0.6 and TDP2 inh 11.
For COc1ccc(-n2ncc3c2CC(C)(C)CC3NC(=O)CCN2CCCC2=O)cc1 (centres undefined) the results were SIAE primary 2, TCR-CD3 inh -1, DDE Tn6 FP inh 0, LEDGF integ inh -2, UHRF1 MBD2 ctr -1, Tn7 DDE FP -5, MBD2 inh 1, PRMT1 FP inh 3, KLK7 zymogen act -0.3 and TDP2 inh -6.

Source: PubChem BioAssay (The Scripps Research Institute Molecular Screening Center)
